# A3G deaminase = inhibitors of human APOBEC3G DNA deaminase. Q9HC16. recombinant A3G, ssDNA deamination FAM/TAMRA fluorescence. inhibition, % at 20 µM. 330,000 tested, 0.28% active;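 active means inhibition of at least 40% at 20 µM, with no more than 30% in the related APOBEC3A deaminase screen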;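 further: plate controls were DMSO wells with A3G for no effect and wells lacking A3G enzyme for full effect; some compounds called inactive have numbers as strong as hits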
# Target sequence (Q9HC16 whole entry, looked up): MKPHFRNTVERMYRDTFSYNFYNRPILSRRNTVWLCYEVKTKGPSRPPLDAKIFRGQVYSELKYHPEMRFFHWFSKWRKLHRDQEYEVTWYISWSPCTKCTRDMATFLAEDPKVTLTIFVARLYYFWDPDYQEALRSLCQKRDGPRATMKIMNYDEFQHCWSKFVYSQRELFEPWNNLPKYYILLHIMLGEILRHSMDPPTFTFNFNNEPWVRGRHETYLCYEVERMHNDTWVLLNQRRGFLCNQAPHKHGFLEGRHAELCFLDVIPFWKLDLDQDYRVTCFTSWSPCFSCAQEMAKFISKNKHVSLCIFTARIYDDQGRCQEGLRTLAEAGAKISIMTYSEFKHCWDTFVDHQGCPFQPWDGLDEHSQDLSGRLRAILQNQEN
# Gli-Sufu block = blocks Gli-Sufu signaling in a luciferase reporter; Sufu-KO-LIGHT fibroblasts, Gli luciferase reporter luminescence; inhibition, % at 5 µM; 340,000 tested, 0.74% active; AID 588413;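 active means inhibition above about 55%, limit read from the data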;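 further: 0% = DMSO-treated cells and 100% = wells with medium but no cells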
# APOBEC3A inh = blocks human APOBEC3A ssDNA deamination. 330,000 tested, 0.41% active. recombinant A3A, FAM/TAMRA ssDNA deamination fluorescence. P31941. inhibition, % at 20 µM;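 active means at least 40% inhibition at 20 µM here, with at most 30% in a related deaminase screen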;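 further: plate controls were A3A with DMSO for no effect and wells lacking A3A enzyme for full effect; some results filed as inactive read as strong as hits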
# Target sequence (P31941 whole entry, looked up): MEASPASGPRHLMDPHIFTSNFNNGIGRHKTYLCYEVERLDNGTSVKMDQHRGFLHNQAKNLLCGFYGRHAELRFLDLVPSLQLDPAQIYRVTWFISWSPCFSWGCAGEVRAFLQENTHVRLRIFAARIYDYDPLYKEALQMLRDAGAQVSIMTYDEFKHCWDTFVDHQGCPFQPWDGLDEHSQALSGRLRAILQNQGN
# CCR6 antagonist = blocks CCL20-driven beta-arrestin recruitment at human CCR6; P51684; CHO-K1 CCR6 PathHunter beta-arrestin, luminescence, CCL20-stimulated; inhibition, % at 20 µM; 340,000 tested, 0.49% active; AID 493098;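 active means compounds whose inhibition of the agonist-driven luminescence signal at 20 µM reaches about 50%, limit read from the data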;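 further: cells stimulated with CCL20 at 14 nM final; plate controls were DMSO with CCL20 for no effect and DMSO without agonist for full effect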
# Target sequence (P51684 whole entry, looked up): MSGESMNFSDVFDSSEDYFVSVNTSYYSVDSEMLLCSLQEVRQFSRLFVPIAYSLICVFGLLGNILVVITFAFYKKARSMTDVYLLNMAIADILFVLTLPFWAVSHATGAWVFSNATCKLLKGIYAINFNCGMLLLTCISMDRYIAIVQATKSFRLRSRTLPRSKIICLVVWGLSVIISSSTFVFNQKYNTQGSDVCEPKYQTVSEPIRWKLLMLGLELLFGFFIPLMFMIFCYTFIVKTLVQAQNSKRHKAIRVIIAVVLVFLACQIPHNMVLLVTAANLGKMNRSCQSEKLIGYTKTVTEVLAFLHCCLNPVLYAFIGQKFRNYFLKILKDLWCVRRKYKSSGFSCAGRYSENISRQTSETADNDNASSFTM
# EBI2 block = blocks human EBI2 receptor beta-arrestin signaling. P32249. EBI2 beta-arrestin recruitment, luminescence, 7a,25-OHC stimulated. inhibition, % at 5 µM. 360,000 tested, 0.81% active. AID 651636; in the data active means inhibition above about 38%;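 further: enzyme fragment complementation signal reports receptor beta-arrestin coupling in cells; 0% = agonist plus DMSO wells and 100% = wells without agonist; some results beyond the cut were filed as inactive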
# MPTP block = inhibitors of mitochondrial permeability transition pore; isolated mouse mitochondria, Ca2+ swelling absorbance, 30 min; inhibition, % at 10 µM; 360,000 tested, 1.4% active;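 active means inhibition of 50% or more, scaled per plate between neutral and stimulator controls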;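 further: 0% = DMSO wells given calcium and 100% = 1 mM EGTA wells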
# CXCR6 block = blocks human CXCR6 beta-arrestin recruitment. O00574. CHO-K1 PathHunter CXCR6 beta-arrestin, luminescence. inhibition, % at 20 µM. 360,000 tested, 0.36% active. AID 602244; in the data active means inhibition above about 34%, passing the limit was not always enough;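 further: antagonist mode with CXCL16 agonist at 10 nM final; 0% = 10 nM CXCL16 with DMSO and 100% = unstimulated wells without agonist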
# NR3A LBD binder = modulators (binders) of human NR3A ligand-binding domain. NR3A LBD differential scanning fluorimetry, Tm shift; 0% = protein alone, 100% = glycine-bound protein. Tm shift relative to glycine control, % at 25 µM. 340,000 tested, 2.5% active;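 active means melting temperature shift of at least 10% of the positive control shift, at one fixed dose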
# Starred values were filed as active, the others as inactive; . = no result given.
entry	structure	A3G deaminase	Gli-Sufu block	APOBEC3A inh	CCR6 antagonist	EBI2 block	MPTP block	CXCR6 block	NR3A LBD binder
1	Cc1cc([N+](=O)[O-])ccc1-c1ccc(/C=N/NC(=O)Cc2ccccc2)o1	-6	-6	0	14	-5	6.6	-1	3
2	Cc1ccc(-c2nn3c(=O)c(C)nnc3s2)cc1	-8	-2	-3	-2	-1	-0.1	5	-1
3	COc1cc(CNC(C)(C)CO)cc(Br)c1OCc1ccccc1	-5	8	-1	10	0	6.2	4	-1
4	COc1ccc(CCNC(=O)COc2ccc(S(=O)(=O)NCC(C)C)cc2Cl)cc1OC	-9	15	-4	0	7	-2.0	2	0
5	CC(=O)NC1CCCN(O)C(=O)/C=C(\C)CCOC(=O)C(NC(C)=O)CCCN(O)C(=O)/C=C(\C)CCOC(=O)C(NC(C)=O)CCCN(O)C(=O)/C=C(\C)CCOC1=O (centres undefined)	-9	.	-3	1	-6	-0.6	1	-2
6	Cc1c(Cl)c([N+](=O)[O-])nn1Cc1ccc(C(=O)N/N=C\c2cccc(Br)c2)o1	-6	9	-1	3	16	-0.9	-3	0
7	CC1=NN(C(N)=S)C(=O)C1N=Nc1cccc([N+](=O)[O-])c1 (centres undefined)	-5	-27	-4	38	-10	0.4	14	-1
8	COCCNC(=O)c1csc(Nc2cccc3ccccc23)n1	-2	39	1	7	1	0.3	-4	-3
9	Cc1nn(CC(=O)NCC(C)c2ccccc2)c(=O)c2cc(-c3ccccc3)nn12 (centres undefined)	1	-7	0	4	5	0.4	6	-2
10	O=C(NCC1CCCO1)c1onc(CSc2ccc(Cl)cc2)c1C(=O)O (centres undefined)	14	-13	6	8	-1	-1.3	-2	0
11	O=C(Nc1ccc(F)cc1)N1CCCN(c2ccc(C(F)(F)F)cn2)CC1	-3	14	-1	1	-3	4.6	-1	1
12	CC1(CCc2ccc(O)cc2)NC(=O)NC1=O (centres undefined)	-6	0	-3	7	-4	-1.0	-4	-2

# Continuation:
entry	structure	A3G deaminase	Gli-Sufu block	APOBEC3A inh	CCR6 antagonist	EBI2 block	MPTP block	CXCR6 block	NR3A LBD binder
13	CCc1cc2c(SCC(=O)N(C)C3CCS(=O)(=O)C3)ncnc2s1 (centres undefined)	-6	10	-7	13	-8	-0.4	-4	-1
14	C=CCc1c(C)nc(SCC(=C)C)[nH]c1=O	-7	1	-3	13	-17	1.3	-5	-2
15	CCCCCCC/C(C)=N/NC(=O)CC(=O)NCCc1ccccc1	-2	0	0	-4	-7	1.7	-2	-1
16	CCCS(=O)(=O)N1CCC(C(=O)NCc2ccccc2Cl)CC1	-2	0	1	19	-10	0.9	6	0
17	Cc1cc(SCC(=O)OCC(=O)c2c(N)n(C)c(=O)n(C)c2=O)c(C)cc1Br	7	1	-4	1	7	0.1	-4	4
18	COc1ccc(CCNC(=O)c2cc3c(cc2Cl)N2CCCCCC2=NS3(=O)=O)cc1	3	-6	12	2	-6	-2.0	-21	1
19	Cc1ccc(S(=O)(=O)c2c(COC(=O)c3cccc(Cl)c3)c(-c3ccccc3)nn2C)cc1	-8	-36	-3	20	11	-2.5	14	-1
20	O=C(Nc1nc(=S)ss1)c1c(F)cccc1F	27	-1	-3	5	-2	-1.1	8	0
21	O=C(NC(=O)c1ccccc1)OCC1CCCN2CCCCC12 (centres undefined)	-8	1	-7	9	-7	-0.9	7	-2
22	O=C(CNC(=O)N1CC(=O)Nc2ccccc21)Nc1ccccc1	-4	-10	0	-1	-2	0.3	2	0
23	CCC1(c2ccc(F)cc2)NC(=O)NC1=O (centres undefined)	-7	-6	-2	2	-5	1.5	5	-1
24	Cc1nn(Cc2noc(C(=O)NC3CCC(C)CC3)n2)c(C)c1Br (centres undefined)	-2	51	1	-2	3	59*	-25	1

# Remaining list, next part
entry	structure	A3G deaminase	Gli-Sufu block	APOBEC3A inh	CCR6 antagonist	EBI2 block	MPTP block	CXCR6 block	NR3A LBD binder
25	NC(=O)CSc1nnc(SCc2ccc(F)cc2)s1	-1	-3	0	8	-13	-2.0	-4	-1
26	Cc1nn(-c2ccc(C(=O)O)cc2)c(C)c1Cl	2	-2	2	9	13	3.8	-9	0
27	CC1(CC(=O)NNC(=O)Nc2ccccc2)OCCCO1	-2	3	0	-1	-4	0.2	-2	2
28	CCOc1cc(/C=N/N=C2/NC(=O)C(CC(=O)O)S2)ccc1OCc1ccc(Cl)cc1Cl (centres undefined)	-4	-1	0	4	-5	-0.4	-15	-2
29	CCOC(=O)c1c(C)[nH]c(C(=O)COC(=O)C2=NNC(=O)CC2)c1C	-10	6	-5	-5	13	-1.5	5	1
30	CCOC(=O)Cn1ccc(NC(=O)COc2ccc(F)cc2)n1	-14	-4	-2	2	-6	-2.5	-5	-2
31	C=CC[n+]1c(-c2ccc(OC)cc2)csc1NNC(=O)Nc1ccccc1	0	24	-3	-16	17	71*	-10	-2
32	O=C(NNC(=O)c1cc(-c2ccc(Cl)cc2)nc2ccccc12)c1csc(N2CCOCC2)n1	-5	-1	1	6	11	0.7	14	.
33	COC(=O)c1ccccc1NC(=O)c1c(Br)cnn1C	-5	-2	1	4	10	-0.3	-2	0
34	Cc1occc1C(=O)NC1CCCN(Cc2ccc(CC(C)C)cc2)C1 (centres undefined)	-7	33	2	12	-16	2.2	-4	-2
35	CCOC(=O)CC(/C(C)=N\O)c1ccccc1 (centres undefined)	0	11	5	7	-3	1.0	-3	0
36	CCOc1ccc(CNC(=O)CCS(=O)(=O)Cc2ccccc2C)cc1OC	-3	5	-2	-9	0	-0.5	1	1

# Next section:
entry	structure	A3G deaminase	Gli-Sufu block	APOBEC3A inh	CCR6 antagonist	EBI2 block	MPTP block	CXCR6 block	NR3A LBD binder
37	O=C(O)COc1ccccc1/C=N/NC(=O)c1cc(-c2ccccc2)nc2ccccc12	-3	-6	1	8	9	2.3	-2	1
38	Cc1ccc(C)c(NC(=O)CN(C)C(=O)c2cc3c(s2)CCCCC3)c1	2	12	4	6	-6	35	-1	-1
39	O=C(NNC(=O)c1cccnc1)Nc1cccc(Cl)c1Cl	2	-3	-3	4	-9	-0.1	-3	2
40	Cc1sc2nc(CSc3ccc([N+](=O)[O-])c(C(F)(F)F)c3)[nH]c(=O)c2c1C	-2	3	5	3	8	9.0	0	1
41	O=C(O)CC(c1cccc2ccccc12)N1Cc2ccccc2C1=O (centres undefined)	-2	6	1	6	4	0.5	0	-3
42	CCOc1cc(/C=C2\C(=O)N(Cc3ccc(C)cc3)C(C)=C2C(=O)OC)ccc1O	7	-6	-4	47	13	4.3	37	-17
43	Cn1c(CC(=O)Nc2ccc(F)cc2)nnc1SCC(=O)Nc1nncs1	-7	-14	-2	-11	19	-0.4	-11	0
44	CS(=O)(=O)N1CCCC(C(=O)NCCc2ccc(Cl)cc2)C1 (centres undefined)	-5	-13	-4	14	7	0.4	4	-1
45	Cc1ccc(CNC(=O)Cn2nnc3ccccc3c2=O)cc1	-9	-2	4	-1	-7	0.7	6	-1
46	Cc1c(Cl)cccc1NC(=O)Cn1c(CCC(=O)O)ccc1-c1ccc(Cl)cc1	-8	-19	-8	-8	3	1.6	3	-1
47	CC1CCCN(C(=O)c2ccc3c(c2)OCO3)C1 (centres undefined)	-7	-15	-4	-1	0	-0.4	2	-1
48	O=C(Nc1ccc(S(=O)(=O)N2CCOCC2)cc1)c1ccc(Cl)cc1Cl	-6	17	-6	20	0	-0.1	0	2

# (listing goes on)
entry	structure	A3G deaminase	Gli-Sufu block	APOBEC3A inh	CCR6 antagonist	EBI2 block	MPTP block	CXCR6 block	NR3A LBD binder
49	N=c1c2c(n(Cc3ccc(F)cc3)c3c1CCC3)CCCC2	-8	66*	1	-4	-12	0.7	-6	3
50	COc1ccc(CCNC(=O)c2c[nH]c3ccc(F)cc3c2=O)cc1OC	1	-29	1	0	-3	-0.8	-8	-3
51	O=C(COC(=O)c1ccncc1)Nc1cccc2ccccc12	-9	7	-7	1	-8	0.1	4	-3
52	C=CCn1c(SCC(=O)NCC)nnc1-c1cc2c(s1)CCC(CC)C2 (centres undefined)	-1	-27	-2	10	9	-0.2	16	-7
53	CCOC(=O)C(=O)N1CCN(c2nc(-c3ccc(Cl)cc3)cs2)CC1	-7	8	-7	0	7	0.0	1	-3
54	CCC(=O)N(C)CCc1cc2c(c(OC)c1/C=N/Nc1ccc(C(=O)O)cc1)OCO2	5	-1	3	-2	-8	2.5	-20	-1
55	CC(=O)Nc1ccc(S(=O)(=O)N2CCN(S(=O)(=O)N3CCC(C)CC3)CC2)cc1	-1	11	10	7	-6	1.6	6	-3
56	N#Cc1ncc(C(F)(F)F)cc1Oc1cccnc1	-4	-1	60*	-7	-11	-0.8	-2	0
57	COc1cccc(C2C(C(N)=O)=C(C)Nc3nc(CCCO)nn32)c1OC (centres undefined)	9	5	2	11	-4	-1.3	0	-4
58	O=C1NCCN(Cc2ccoc2)C1CC(=O)N(CCO)Cc1ccccc1 (centres undefined)	-3	6	-2	-21	1	1.3	0	4
59	COC(=O)c1cc(NC(=O)c2c(Cl)cnn2C)cc(C(=O)OC)c1	-2	-4	-2	2	-8	0.2	3	-2
60	COc1ccccc1CNC(=O)c1ccc(NC(=O)CC2SC(N3CCCC3)=NC2=O)cc1 (centres undefined)	-5	7	-1	-1	-14	-0.6	4	0
61	CC(C)c1ccc(/C=C2\SC(N3CCCC3)=NC2=O)cc1	-6	-5	3	-24	34	0.1	-5	-5
62	CC(C)(O)c1cc2ccccc2c(=O)o1	-6	-17	-2	-2	4	-0.1	-3	0

# Entries shown so far that have fluorine, in the order listed:
entry	structure	A3G deaminase	Gli-Sufu block	APOBEC3A inh	CCR6 antagonist	EBI2 block	MPTP block	CXCR6 block	NR3A LBD binder
11	O=C(Nc1ccc(F)cc1)N1CCCN(c2ccc(C(F)(F)F)cn2)CC1	-3	14	-1	1	-3	4.6	-1	1
20	O=C(Nc1nc(=S)ss1)c1c(F)cccc1F	27	-1	-3	5	-2	-1.1	8	0
23	CCC1(c2ccc(F)cc2)NC(=O)NC1=O (centres undefined)	-7	-6	-2	2	-5	1.5	5	-1
25	NC(=O)CSc1nnc(SCc2ccc(F)cc2)s1	-1	-3	0	8	-13	-2.0	-4	-1
30	CCOC(=O)Cn1ccc(NC(=O)COc2ccc(F)cc2)n1	-14	-4	-2	2	-6	-2.5	-5	-2
40	Cc1sc2nc(CSc3ccc([N+](=O)[O-])c(C(F)(F)F)c3)[nH]c(=O)c2c1C	-2	3	5	3	8	9.0	0	1
43	Cn1c(CC(=O)Nc2ccc(F)cc2)nnc1SCC(=O)Nc1nncs1	-7	-14	-2	-11	19	-0.4	-11	0
49	N=c1c2c(n(Cc3ccc(F)cc3)c3c1CCC3)CCCC2	-8	66*	1	-4	-12	0.7	-6	3
50	COc1ccc(CCNC(=O)c2c[nH]c3ccc(F)cc3c2=O)cc1OC	1	-29	1	0	-3	-0.8	-8	-3
56	N#Cc1ncc(C(F)(F)F)cc1Oc1cccnc1	-4	-1	60*	-7	-11	-0.8	-2	0

# Screening results (PubChem)
